Source: PubChem
INS-1E GSIS act: GLuc luminescence reporter in INS-1E cells, primary screen for activators of glucose-dependent secretion of insulin; INS-1E GLuc reporter insulin secretion, 2-3 h; activation, % at 16.6 µM; hit rate 0.61% among 370,000;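 active = lowest replicate activation of at least 40%, so every replicate reaches that level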;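 also: 0% = median of neutral control wells and 100% = median of IBMX positive control wells; some compounds called inactive have numbers as strong as hits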
PAX8 reporter: inhibitors of PAX8 transcriptional activity in RMG-I cells; hit rate 1.2% among 360,000; RMG-I TPO-luciferase reporter, SteadyGlo, 24 h; inhibition, % at 12.6 µM;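 active = mean replicate inhibition at least 60% with every replicate also reaching 60%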;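 also: luciferase light reporting Pax8 driven TPO promoter activity; plate controls were median of neutral control wells for no effect and mitoxantrone controls for full effect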
EWS-Fli inh: blocks EWS/Fli oncoprotein-driven transcription; AID 651661; hit rate 0.67% among 350,000; A673 NR0B1-luciferase reporter, viability-normalised; inhibition, % at 12.6 µM;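 active = mean inhibition of at least 50% after viability correction, with every replicate also passing that limit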;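 also: firefly luciferase signal divided by Alamar Blue viability fluorescence both relative to DMSO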
FN deposition inh: fibronectin deposition inhibition; AH1F fibroblasts, Alexa488-fibronectin deposition fluorescence, overnight; inhibition, % at 12.6 µM; hit rate 0.086% among 350,000; AID 743247;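 active = mean inhibition across replicates of 30% or more, regardless of how many single replicates reach that level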;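 also: positive control wells lacked labelled fibronectin entirely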
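Assay system: AH1F fibroblast monolayer, labelled fibronectin deposition. Amount: 10000 cells per well. Also added: labelled fibronectin 24 nM. Compound: single-point pinned compound. Incubation: cell attachment 1 h, compound and FN exposure overnight. Detection: fluorescence after three HBSS washes, excitation 485 nm, emission 525 nm. Read-out: inhibition of fibronectin deposition signal.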
F508del corr: correctors of CFTR F508del function in bronchial epithelial cells. hit rate 0.36% among 350,000. AID 720511. CFBE cells, YFP halide quenching; stimulated with forskolin plus potentiator P3; % fluorescence drop versus neutral controls. activity (quench increase), % at 7.58 µM;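 active = mean added fluorescence quench of at least 8% versus neutral control, with both replicates also reaching 8%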;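 also: cells transiently co-express mutant CFTR-F508del with the halide-sensitive YFP; corrector assay measuring rescue of mutant channel to the surface after 24 h compound exposure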
DENV2 CPE: DENV2-induced cell death inhibition. DENV2-infected cells, cytopathic effect rescue, plate reader. CPE inhibition, % at 9.99 µM. hit rate 1.7% among 350,000. AID 651640; in the data active = CPE inhibition above about 20%, passing the limit was not always enough; tested in BHK-21 cells;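 also: 0% = median of neutral control wells and 100% = median of positive control wells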
miR122 inh: blocks miR-122 activity in Huh7 sensor cells | activation (reporter increase), % at 12.5 µM | hit rate 0.3% among 340,000 | Huh7 miR-122 Renilla luciferase sensor, 48 h; neutral wells = 0, positive control = 100;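 active = mean replicate activation score at least 90 and every replicate individually at or above 90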;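 also: higher luciferase means less miR-122 activity so hits act as miR-122 inhibitors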
* hit, by the source's call; . = no result given; [ ] = another dose, or the depositor's remark.

SMILES,INS-1E GSIS act,PAX8 reporter,EWS-Fli inh,FN deposition inh,F508del corr,DENV2 CPE,miR122 inh
N#Cc1c(Cl)cccc1-n1ccnc1,11,.,.,-5,.,.,-6
NS(=O)(=O)c1ccc(CNC(=O)c2cc(-c3cccnc3)nc3ccc(Cl)cc23)cc1,5,-3,8,.,1.2,-3,-2
Cc1ccc(-c2ccnc3c(Cl)c(C)nn23)cc1,3,13,-2,4,-4.3,8,-5
CC1(C(=O)NS(=O)(=O)c2ccccc2Cl)CCN1C(=O)CC1CCCC1 (configuration not stated),0,-9,-1,-3,-2.2,4,-3
O=C(C1CCCCC1)N1C[C@@H]2[C@H](c3ccccc31)[C@@H](CO)N2CC1CCOCC1,3,5,-2,.,0.0,6,-9[16.7 µM]
CC(=O)c1cccc(OCC(=O)N2CCN(c3ccc(C(F)(F)F)cn3)CC2)c1,-34,15,11,-8,-1.6,1,.
CC1(c2nnnn2-c2ccc3c(c2)OCCO3)CCC(=O)N1CCCN1CCOCC1 (configuration not stated),-8,0,-12,3,2.6,5,.
C[C@H](CO)N1C[C@H](C)[C@H](CN(C)C)OCCCC[C@H](C)Oc2ccc(NS(=O)(=O)c3cccs3)cc2C1=O,5,-12,-10,7,-1.9,0,11[16.7 µM]
C[C@H]1CN([C@@H](C)CO)C(=O)CCCn2nncc2CO[C@H]1CN(C)Cc1ccccc1C(=O)O,10,-2,7,-7,1.3,9,-6[16.7 µM]
CC(=O)n1cc([C@H]2C=C(C(=O)O)O[C@@H](OCCCCO)C2)c2ccccc21,.,4,-2,5,0.5,-9,-2
COC(=O)c1sccc1NC(=O)c1c(C)noc1C,24,.,.,9,.,.,-2
CNC[C@H]1Oc2cc(-c3ccc(C(=O)N(C)C)cc3)ccc2S(=O)(=O)N([C@@H](C)CO)C[C@@H]1C,-1,.,-3,.,-0.2,-7,5[16.7 µM]

An excerpt from above, reduced to FN deposition inh, PAX8 reporter and DENV2 CPE:
smiles | FN deposition inh | PAX8 reporter | DENV2 CPE
CC1(C(=O)NS(=O)(=O)c2ccccc2Cl)CCN1C(=O)CC1CCCC1 (configuration not stated) | -3 | -9 | 4
O=C(C1CCCCC1)N1C[C@@H]2[C@H](c3ccccc31)[C@@H](CO)N2CC1CCOCC1 | . | 5 | 6
CC(=O)c1cccc(OCC(=O)N2CCN(c3ccc(C(F)(F)F)cn3)CC2)c1 | -8 | 15 | 1

Next section:
SMILES,INS-1E GSIS act,PAX8 reporter,EWS-Fli inh,FN deposition inh,F508del corr,DENV2 CPE,miR122 inh
COc1ccc(CNC(=O)CCS(=O)(=O)c2ccc3c(c2)oc(=O)n3C)cc1,9,-4,.,-1,-2.9,0,0
C/C(=N\NC(=O)c1cccs1)c1ccc2c(c1)OCO2,-2,-40,-61,3,-1.2,.,3
Cc1cc(C2=NNC(=NC3CC3)SC2)c(C)n1-c1ccccc1,-4,77*,89*,6,-1.5,5,.
Cc1cc(=O)[nH]c2sc(C(=O)N3c4ccccc4CC3C)c(N)c12 (configuration not stated),.,.,3,7,1.6,2,25
Cc1ccccc1NC1=C/C(=N\S(=O)(=O)c2cccs2)c2ccccc2C1=O,.,110*,.,52*,.,.,-60
C[C@@H]1CN([C@@H](C)CO)C(=O)c2cc(NC(=O)Nc3cccc4ccccc34)ccc2O[C@H]1CN(C)S(=O)(=O)c1ccc(Cl)cc1,1,.,-8,.,-1.9,-1,-9[16.7 µM]
S=C(Nc1ccccc1Oc1ccccc1)Nc1cccc(Cl)c1Cl,15,6,.,-6,.,.,6
Cc1onc(-c2ccccc2Cl)c1C(=O)OCC(=O)c1ccc2c(c1)OCCO2,.,10,.,2,.,.,-2
C[C@H](CO)N1C[C@H](C)[C@H](CN(C)C(=O)Nc2ccc(C(F)(F)F)cc2)Oc2ccc(NS(=O)(=O)c3ccccc3)cc2CC1=O,8,.,4,.,0.3,-2,13[16.7 µM]
C[C@H](O)C#Cc1cnc2c(c1)C(=O)N([C@@H](C)CO)C[C@H](C)[C@@H](CN(C)C(=O)c1ccccc1F)O2,24,.,-1,.,0.7,-2,10[16.7 µM]
COc1ccc(NC(=O)CN(C)C(=O)CN2C(=O)c3ccc([N+](=O)[O-])cc3C2=O)cc1,6,2,9,.,1.2,3,1
CC(O)CNCCOc1ccccc1OCc1ccccc1 (configuration not stated),-2,-3,-2,-5,1.2,-2,.

SMILES,INS-1E GSIS act,PAX8 reporter,EWS-Fli inh,FN deposition inh,F508del corr,DENV2 CPE,miR122 inh
Cc1ccc(S(=O)(=O)NCC(c2ccco2)S(=O)(=O)c2ccccc2)cc1 (configuration not stated),0,0,3,-9,-0.2,-7,83
O=C(NCC1CCCO1)C(c1ccncc1)N(Cc1cccs1)C(=O)Cn1nnc(-c2ccc(F)cc2)n1 (configuration not stated),-4,24,16,7,0.0,2,.
C[C@@H]1CN([C@H](C)CO)C(=O)c2cc(NC(=O)C3CCCCC3)ccc2O[C@@H](C)CCCCO[C@H]1CN(C)Cc1ccccc1,-10,0,0,.,-5.4,-2,-1[16.7 µM]
COc1ccc(CNC(=O)COC(=O)CNC(=O)c2sc3ccccc3c2Cl)cc1OC,1,-2,4,-5,-1.3,1,.
Cc1nn(CC(=O)N(C)C2CCC(C)CC2)c(C)c1S(=O)(=O)N(C)C (configuration not stated),10,-1,-4,-3,-3.5,-6,0
COc1ccc(C(=O)OCc2csc(C)n2)c(O)c1,15,-104,-5,-3,2.1,5,.
O=C(Nc1ccc2c(c1)CCCN2C(=O)c1ccccc1)c1ccccc1Br,-11,16,-40,7,4.0,6,.
COc1ccccc1C(=O)Nc1nc2ccccc2s1,8,101*,93*,6,0.9,2,3
Cc1cc(C(=O)NNC(=O)Cc2ccc(Cl)cc2)c(C)o1,-16,-5,-20,3,-2.6,-4,.
CN(C)C(=O)[C@H]1[C@H](CO)[C@H]2Cn3c(cccc3=O)[C@@H]1N2C(=O)c1ccc(F)cc1,5,.,3,.,.,8,.
O=C(NC1CCCCC1)c1cccc(OCc2ccccc2)c1,11,1,.,-4,1.1,-6,-1
CC1=NC(C)(C)CC2CCC(O)C12 (configuration not stated),.,-6,-2,-7,2.1,2,0

SMILES,INS-1E GSIS act,PAX8 reporter,EWS-Fli inh,FN deposition inh,F508del corr,DENV2 CPE,miR122 inh
Cc1[nH]c2ccc(C(=O)OC(C)C(=O)NCc3ccccc3)cc2c1C (configuration not stated),-1,26,31,21,4.6,-2,14
COC(=O)C1=C(O)/C(=C\c2cc(C)n(-c3ccccc3F)c2C)N=C1C,20,13,-17,-9,6.9,-6,.
CCn1nc(NS(=O)(=O)c2ccc(NC(C)=O)cc2)c2cc3cccc(C)c3nc21,6,13,2,-8,-3.3,-9,6
COc1ccc(C(=O)NNC(=O)Cc2ccc(-c3ccccc3)cc2)cc1OC,.,8,.,8,.,.,-1
Cc1cccc(C(=O)OCC(=O)c2c(N)n(CC(C)C)c(=O)n(C)c2=O)c1[N+](=O)[O-],-29,-2,19,3,-0.1,10,.
CCc1cccc(OCC2Cn3c(nc4c3c(=O)[nH]c(=O)n4C)O2)c1 (configuration not stated),-2,15,7,-2,-2.4,-1,.
CC(C)CC1C(=O)N(Cc2cn(Cc3ccco3)nn2)CCS(=O)(=O)N1Cc1ccc(-c2ccc(F)nc2)cc1 (configuration not stated),-11,13,18,4,4.9,2,-1
CN(C)CCCNC(=O)C[C@H]1CC[C@@H]2[C@H](COc3ccc(NC(=O)C4CCC4)cc3C(=O)N2C)O1,5,2,-6,-2,2.7,-10,4[16.7 µM]
Cc1noc(NS(=O)(=O)c2ccc(NC(=O)COc3ccc(C#N)cc3)cc2)c1C,23,-5,5,11,1.5,-3,.
O=C(NCCOc1nc(N2CCOCC2)nc(N2CCOCC2)n1)Nc1ccccc1,.,14,.,4,.,.,4
COc1ccc(CN(C)C[C@@H]2OCCCC[C@@H](C)Oc3ccc(NS(=O)(=O)c4cn(C)cn4)cc3C(=O)N([C@H](C)CO)C[C@@H]2C)cc1,47,-18,-12,.,-0.9,61*,3[16.7 µM]
C[C@@H]1CN([C@H](C)CO)C(=O)c2cccc(NC(=O)Nc3ccc4c(c3)OCO4)c2O[C@@H]1CN(C)C(=O)Nc1cccc2ccccc12,-7,10,3,.,2.4,0,-2[16.7 µM]

SMILES,INS-1E GSIS act,PAX8 reporter,EWS-Fli inh,FN deposition inh,F508del corr,DENV2 CPE,miR122 inh
COc1ccc(NC(=O)N2C[C@@H](O)COC[C@H]3O[C@@H](CC(=O)NC4Cc5ccccc5C4)CC[C@@H]32)cc1,6,12,-1,-1,1.8,-4,-7[16.7 µM]
CCOC(=O)C(NC(=O)c1ccccc1)(Nc1cccc(C)n1)C(F)(F)F (configuration not stated),-2,-7,-3,-10,-1.8,0,7
CCN(CC(=O)Nc1ccc(OC)cc1)CC(=O)Nc1ccc(Br)cc1F,-16,-8,21,6,0.8,3,.
CCOC(=O)C1=C(C)NC2=C(C(=O)CCC2)C1c1cn(Cc2ccc(Cl)cc2Cl)nc1-c1ccccc1 (configuration not stated),.,26,.,0,.,.,6
CC1CCC(NC(=O)Cn2cnc3sccc3c2=O)CC1 (configuration not stated),5,-33,-10,1,-5.9,-1,.
CCOC(=O)C1CCN(C(=O)COC(=O)CSc2ccccc2C)CC1,0,.,-4,-2,0.5,-3,-2
CC1(C)CC2CC(C)(CN2Cc2c(O)ccc3ccccc23)C1 (configuration not stated),-8,19,10,-8,-2.0,-2,.
CC(Oc1ccccc1)C(=O)N1CCN=C1SCc1ccccc1 (configuration not stated),-18,6,2,.,-0.1,0,.
O=C(NCCN1CCOCC1)c1sc2cc(Cl)ccc2c1Cl,5,-24,-20,-7,-0.9,1,-1
CN(C)c1ccc(NC(=O)COC(=O)CNC(=O)c2cccs2)cc1,22,6,-3,-3,-0.3,-4,.
Cc1ccc(C(=O)Nn2c(O)c(C=C3N=c4ccccc4=N3)sc2=S)cc1,5,.,.,0,.,.,3
O=C(/C=C/c1ccc([N+](=O)[O-])cc1)c1cccnc1,-11,4,10,2,2.9,-10,-5

As entered above.
Result of `CCn1nc(NS(=O)(=O)c2ccc(NC(C)=O)cc2)c2cc3cccc(C)c3nc21` under INS-1E GSIS act: 6
Result of `CC(=O)c1cccc(OCC(=O)N2CCN(c3ccc(C(F)(F)F)cn3)CC2)c1` under DENV2 CPE: 1

(next part)
SMILES,INS-1E GSIS act,PAX8 reporter,EWS-Fli inh,FN deposition inh,F508del corr,DENV2 CPE,miR122 inh
CCn1cc(/C=C(/C#N)S(=O)(=O)c2ccccc2)cn1,-7,.,.,1,.,.,-4
O=C(C[C@H]1CC[C@@H]2[C@H](COC[C@H](O)CN2Cc2nccs2)O1)NCc1ccc(Cl)cc1,-1,6,8,-13,1.9,6,-7[16.7 µM]
C[C@@H]1CN([C@@H](C)CO)C(=O)c2cc(NS(=O)(=O)c3cn(C)cn3)ccc2O[C@H]1CN(C)C(=O)Nc1ccccc1,10,.,1,.,1.3,10,2[16.7 µM]
CN1[C@@H]2Cn3c(cccc3=O)[C@H]1[C@@H](C(=O)NCC1CCCCC1)[C@@H]2CO,10,.,0,.,2.1,4,6[16.7 µM]
C/C(=N\Nc1nc(N)cc(Cl)n1)c1cccc(N)c1,8,-11,-18,-4,.,8,1
O=C(O)c1cnc2ccc(Cl)cc2n1,13,-1,5,-5,1.1,7,1
COc1cccc(NC(=O)C[C@H]2CC[C@@H]3[C@H](COc4ccc(NC(=O)C5CCCCC5)cc4C(=O)N3C)O2)c1,4,13,-8,-10,-0.4,9,-9[16.7 µM]
Cc1cccc(CC(C)NC(=O)c2oc3c(F)cccc3c2C)n1 (configuration not stated),.,-23,-23,4,0.5,2,-2
C[C@@H]1CCCCO[C@H](CN(C)Cc2ccc3c(c2)OCO3)[C@@H](C)CN([C@@H](C)CO)C(=O)c2cc(NS(=O)(=O)c3ccc(F)cc3)ccc2O1,-27,22,7,-6,3.1,-2,-7[16.7 µM]
C[C@H]1CCCCO[C@H](CN(C)S(=O)(=O)c2cccs2)[C@@H](C)CN([C@@H](C)CO)C(=O)c2cc(NC(=O)Nc3ccccc3)ccc2O1,-23,2,3,-2,-3.2,-6,48[16.7 µM]
